Source: PubChem BioAssay (National Center for Advancing Translational Sciences (NCATS))
JMJD2A Tudor – qHTS Assay for Inhibitors of JMJD2A-Tudor Domain; actives 4.4% (n = 390,000); Potency, µM (top dose mostly 114 µM), inactives show at the highest dose activity change, negative = inhibition, actives largely listed as inhibitors; AlphaScreen JMJD2A-Tudor / H3K4me3 peptide binding; also: % is scaled to controls: 0 for no effect and ±100 for the full control effect; nearly all actives have a fitted effect of over 50% in size
BAZ2B inh – qHTS Assay for Inhibitors of BAZ2B | Bromodomain adjacent to zinc finger domain protein 2B (Homo sapiens), Q9UIF8 | AlphaScreen BAZ2B-H3K14Ac peptide displacement | Potency, µM (top dose mostly 114 µM), for the others: at the highest dose activity change, negative = inhibition, hits mostly inhibitors | actives 4.4% (n = 360,000) | AID 504333, 2011; also: % is scaled to controls: 0 for no effect and ±100 for the full control effect; nearly all actives have a fitted effect of over 60% in size
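Inhibition is scored as reduced AlphaScreen emission. The BAZ2B/b-H3(5-23)K14Ac complex (50 nM each) in PBS pH 7.4, 0.01% Tween-20 meets compound (up to 110 uM) for 30 min at RT before bead addition.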
Tb PGK inh – qHTS Assay to Find Inhibitors of Phosphoglycerate Kinase. PGK/GAPDH coupled, Kinase-Glo luminescence, 60 min. Potency, µM (doses to about 57.5 µM), without a hit: at the top dose activity change, negative = inhibition, most hits filed as inhibitors. AID 602233, 2012. Phosphoglycerate kinase, glycosomal (Trypanosoma brucei brucei), P07378. actives 0.043% (n = 380,000); also: % is scaled to controls: 0 for no effect and ±100 for the full control effect; nearly all actives have a fitted effect of over 60% in size
Target sequence (P07378 whole entry, looked up): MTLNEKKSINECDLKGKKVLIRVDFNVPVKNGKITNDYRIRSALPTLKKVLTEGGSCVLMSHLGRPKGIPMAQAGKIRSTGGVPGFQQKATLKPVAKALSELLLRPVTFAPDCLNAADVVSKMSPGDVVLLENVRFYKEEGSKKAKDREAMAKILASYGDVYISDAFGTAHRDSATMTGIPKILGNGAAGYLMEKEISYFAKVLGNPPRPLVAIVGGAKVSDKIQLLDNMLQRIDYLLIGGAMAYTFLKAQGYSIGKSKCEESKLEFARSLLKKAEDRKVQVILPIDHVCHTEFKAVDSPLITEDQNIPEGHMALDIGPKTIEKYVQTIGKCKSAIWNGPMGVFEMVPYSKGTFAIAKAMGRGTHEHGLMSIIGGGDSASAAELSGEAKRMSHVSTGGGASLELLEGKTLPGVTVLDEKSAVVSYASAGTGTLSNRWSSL
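Recombinant glycosomal PGK reaction used 1,3-bisphosphoglycerate generated in-well by GAPDH (100nM final) in 100mM TEA pH 7.6, 5mM MgCl2, 0.01% Tween-20. After 60 minutes at room temperature, ATP was read by Kinase-Glo Plus luminescence end-point.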
HP1b chromo inh – HTS for Inhibitors of HP1-beta Chromodomain Interactions with Methylated Histone Tails | Chromobox protein homolog 1 (Homo sapiens), P83916 | AlphaScreen HP1-beta / biotin-H3K9me3 peptide binding | Potency, µM (doses to about 114 µM), inactives show at the top dose activity change, negative = inhibition, actives largely listed as inhibitors | actives 0.56% (n = 390,000) | AID 540317, 2011; also: nearly all actives have a fitted effect of over 70% in size; inactives centre near 23
Target sequence (P83916 whole entry, looked up): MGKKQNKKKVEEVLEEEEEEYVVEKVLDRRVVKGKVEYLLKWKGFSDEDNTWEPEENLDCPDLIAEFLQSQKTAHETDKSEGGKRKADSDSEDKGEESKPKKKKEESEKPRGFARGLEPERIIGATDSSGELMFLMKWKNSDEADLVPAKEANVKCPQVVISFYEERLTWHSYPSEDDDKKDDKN
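Compound inhibition of the preformed complex between 50 nM HP1-beta and 50 nM biotinylated H3K9me3 peptide was read by AlphaScreen. Buffer was PBS pH 7.4 with 0.01% Tween-20. Incubations ran 30 min at room temperature, with 10 ug/mL donor/acceptor beads.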
GLS inhibitor – qHTS for Inhibitors of Glutaminase (GLS). Potency, µM (doses to about 45.5 µM), for the others: at the highest dose activity change, negative = inhibition, usual class: inhibitors. AID 624170, 2012. GLS enzymatic activity, qHTS titration. actives 0.21% (n = 410,000). Glutaminase kidney isoform, mitochondrial (Homo sapiens), O94925; also: % is scaled to controls: 0 for no effect and ±100 for the full control effect
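Read-out is an Amplex red fluorescence increase coupled through glutamate oxidase and HRP, measured before and after 30 min room-temperature incubation. hKGA is in 45 mM KH2PO4 (pH 8.2) with 0.02% Tween-20; glutamine added as 1mM solution.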
BLM inh – qHTS Assay for Inhibitors of Bloom's syndrome helicase (BLM); Potency, µM (highest dose often 56.1 µM), for the others: at the top dose activity change, negative = inhibition, actives largely listed as inhibitors; actives 0.2% (n = 350,000); recombinant BLM DNA unwinding, fluorescence dequenching; RecQ-like DNA helicase BLM (Homo sapiens), P54132; AID 2528, 2010;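 also: plate controls were vehicle for no effect and no enzyme for full effect; nearly all actives have a fitted effect of over 35% in size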
Pin1 inhibitor – qHTS Assay to Find Inhibitors of Pin1; Pin1 FP peptide displacement, HiFluor488, 10 min; Potency, µM (series often up to 115 µM), inactives show top-dose activity, negative = inhibition, usual class: inhibitors; actives 0.009% (n = 390,000); active = well fitted inhibition curve with a large enough effect in the polarisation, with a control signal flat, not every such curve was filed as active; inconclusive = small, poorly fitted or top-dose-only effect, or effect the other way, or a change in a side signal; inactive = no such curve, though single readings can be large or run the other way; the % refers to the polarisation; also: % is scaled to controls: 0 for no effect and ±100 for the full control effect
Pol iota inh – qHTS for Inhibitors of Polymerase Iota; DNA polymerase iota (Homo sapiens), Q9UNA4; Pol iota fluorescent replication assay, 10 min; AID 588590, 2011; Potency, µM (doses to about 115 µM), for the others: top-dose activity, negative = inhibition, hits mostly inhibitors; actives 1% (n = 390,000)
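Pol iota at 10 nM preincubated 15 min with compounds at room temperature; reaction started with fluorescent substrate, 50 nM final. Fluorescence read kinetically at 0 and 10 min; buffer-only wells as negative control.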
G9a block – qHTS Assay for Inhibitors of Histone Lysine Methyltransferase G9a; G9a H3K9 monomethylation, AlphaScreen, 2 h; Potency, µM (highest dose often 102 µM), without a hit: top-dose activity, negative = inhibition, usual class: inhibitors; actives 8.8% (n = 350,000); AID 504332, 2011; also: % is scaled to controls: 0 for no effect and ±100 for the full control effect; nearly all actives have a fitted effect of over 75% in size
Target sequence (Q96KQ7 913-1193 limits assumed): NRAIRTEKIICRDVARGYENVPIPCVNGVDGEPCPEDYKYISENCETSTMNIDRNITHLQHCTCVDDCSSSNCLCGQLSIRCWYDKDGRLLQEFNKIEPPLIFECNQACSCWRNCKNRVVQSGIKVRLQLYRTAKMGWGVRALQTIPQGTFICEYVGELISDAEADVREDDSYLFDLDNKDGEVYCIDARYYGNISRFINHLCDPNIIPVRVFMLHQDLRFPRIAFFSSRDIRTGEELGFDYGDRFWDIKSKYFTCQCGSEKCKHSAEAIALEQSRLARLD
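Compounds were preincubated with 20 nM G9a for 15 min, after which biotinylated H3K9 peptide (500 nM) and SAM (20 uM) started a 2 h room-temperature reaction. Monomethylated product was quantified by antibody-based AlphaScreen chemiluminescence.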
The depositor's hits bear a star; i = inactive; ? = inconclusive; / = no result given; & = joins results of further samples; [ ] = another dose, or the depositor's remark. Unless noted, calls follow the shape of the dose curve; as a rule, active = well fitted curve in the direction sought with a large enough effect; inconclusive = small, poorly fitted or top-dose-only effect, or another doubt; inactive = no such curve, though single readings can be large; an effect the other way counts as inactive or inconclusive. Potency is read from the fitted curve at half-maximal effect. The list is partial; the hit share may differ from the screen's.

SMILES	JMJD2A Tudor	BAZ2B inh	Tb PGK inh	HP1b chromo inh	GLS inhibitor	BLM inh	Pin1 inhibitor	Pol iota inh	G9a block
Cc1ccc(S(=O)(=O)CCC(=O)Nc2ccccc2C)cc1	-2%	1%	-7%	86%[activator]	-16%	-5%	4%	-19%	9%
O=C(Nc1ccc(S(=O)(=O)N2CCCCC2)cc1)C1CC(=O)N(c2ccc(Cl)cc2)C1 (stereo not given)	-21%	-23%	16%	6%	0%	-9%	5%	126%[activator]	-19%
CCOc1ccc(CNC(=O)Cn2ccc3cc(S(=O)(=O)N4CCCCC4)ccc32)cc1	-9%	-20%	-1%	28%	-1%	-6%	24%	8%	-5%[59 µM]
CN1C(=S)SC(/[N+]([O-])=C/c2c(F)cccc2Cl)C1(C)C (stereo not given)	-14%	0%	-8%	10%	-3%	-10%	0%	48%[activator]	0%
COc1ccc(-c2csc(Cc3nnc(N4CCOCC4)n3-c3ccccc3)n2)cc1OC	63µM*	?	3%	11%	-4%	-1%	0%	-16%[58.9 µM]	?
Cc1nc(N(C)C)c2sc(=S)n(-c3ccccc3)c2n1	?	1%	/	17%	41%[activator]	0%	-2%	-17%	5%
CC1(C(=O)N/N=C/c2ccc3c(c2)OCO3)CC1(Br)Br (stereo not given)	-3%	-37%	-8%	44%[activator]	-8%	-2%	2%	7%	?
COc1cc(Cl)cc(C2NC(=S)NC(c3ccccc3)=C2C(C)=O)c1OCC(=O)O (stereo not given)	?	?	-9%	-5%	-1%	2%	-4%	50%[activator]	/
COc1ccc(C(=O)NCC(=O)NCC(=O)OCC(=O)c2ccc(Br)cc2)cc1	-3%	-6%	-6%	28%	-4%	-3%	2%	18%	46%
Cc1cccc(NC(=O)c2nc[nH]c2C(=O)N[C@H](C)c2ccccc2)c1	-17%	7%	1%	43%[activator]	-9%	/	10%	-9%	1%[0.501 µM]
O=S(=O)(c1ccc(NC(=S)Nc2ccc3c(c2)OCO3)cc1)N1CCOCC1	-29%	-7%	-3%	-24%	19%	-3%	-4%	60%	?
O=C(O)c1ccc(OC2CSC2)cc1	-15%	-34%	1%	26%	16%	-1%	-1%	?	?
Cc1cc(-c2nnc(SCC(=O)Nc3ccc(Cl)cn3)n2N)n[nH]1	-12%	-12%	1%	49%[activator]	0%	-2%	1%	?	11%[0.0925 µM]
CC(=O)NNC(=O)c1sc(=S)n2c1[nH]c(=O)c1sccc12	79µM*	-23%	-3%	?	3%	-8%	7%	63%[activator]	13µM*
Cc1ccc(NC(=O)CSCC(=O)N(C)Cc2ccc(Cl)c(Cl)c2)cc1	-4%	8%	0%	34%	3%	/	2%	14%	-3%[12.7 µM]
CCCCC#Cc1ccc2c(c1)COc1c3ccccc3nn1-2	34%	10%	-3%	89%[activator]	-6%	-4%	2%	-14%	-5%[12.7 µM]
CCOC(=O)c1c(C)nn(Cc2cccc(Cl)c2)c1N	-7%	-4%	-1%	30%	-3%	-2%	-16%	-6%	-33%
COc1ccc(-c2csc(-c3c(N)c(C(=O)c4ccc(OC)c(OC)c4)n4ccccc34)n2)cc1	-19%	2%	/	45%[activator]	5%	-8%	1%	24%	2%[59 µM]
Cc1ccc(-n2c(C)n[nH]c2=S)cc1	10µM*	4%	-2%	42%	3%	0%	31%	-57%	22µM*
Cc1ccc(C)c(S(=O)(=O)N2CCCC2CNC(=O)C(=O)NCc2ccco2)c1 (stereo not given)	-28%	-6%	-2%	-12%	17%	/	-4%	9%	-32%
CCN(C[C@H]1N[C@@](C)(C(=O)OC)[C@H]2C(=O)N(C)C(=O)[C@@H]12)S(=O)(=O)c1ccc(OC(F)(F)F)cc1	-9%	/	2%	34%	-5%	/	-10%	6%	/
CCO[C@@H]1OC(C(N)=O)=C[C@H](c2cn(C(C)=O)c3ccccc23)[C@H]1CCCO	-13%	-5%	-4%	17%	0%	3%	-4%	10%	?
COc1cc(O)oc1C=Nc1ccccc1	-9%	?	-6%	30%	20%	-2%	0%	-4%	-3%[59 µM]
c1ccc(-c2csc3ncnc(N4CCOCC4)c23)cc1	-22%	1%	i	-1%	6%	-2%	-3%	18%	13%
COC(=O)Cc1c(C)c2c(O)cc(C)cc2oc1=O	-4%	-5%	-5%	1%	32%[activator]	4%	-10%	6%	?
Remaining list, next part
SMILES	JMJD2A Tudor	BAZ2B inh	Tb PGK inh	HP1b chromo inh	GLS inhibitor	BLM inh	Pin1 inhibitor	Pol iota inh	G9a block
O=C(O)CSc1nc2c(c(=O)[nH]1)CCCC2	-18%	-3%	-6%	20%	-9%	2%	-7%	-5%	-9%
CCC1CCCCN1Cc1ccc(N)cc1 (stereo not given)	-5%	0%	i	21%	7%	-6%	-7%	-8%	-11%[0.501 µM]
COc1ccccc1OCCNC(=O)Nc1ccc(Br)cc1	2%	-13%	-3%	52%[activator]	-13%	-2%	-8%	152%[activator]	10%
O=C(N/N=C/c1ccoc1)c1ccc([N+](=O)[O-])cc1	-21%	?	-6%	34%	-4%	-7%	-14%	6%	?
CC1(C)CC(=O)C2=C(C1)NC(=O)CC2c1ccccc1F (stereo not given)	-13%	-5%	-6%	25%	10%	0%	-6%	-2%	19%[2.33 µM]
O=C(O)CC/C(=N/Nc1ncc(C(F)(F)F)cc1Cl)C(=O)O	-13%	1%	-8%	32%	-14%	3%	-6%	62%[activator]	26%
CCCCSc1nc(C)[nH]c1[N+](=O)[O-]	-4%	7%	-6%	34%	4%	-2%	4%	9%	12%[12.7 µM]
O=C(Nc1nnc(S(=O)(=O)Nc2ccccc2)s1)c1ccccc1Cl	-12%	?	-7%	39%&-10%[activator]	13%&10%	1%&-3%	-8%&1%	4%&16%	10%
O=C(CSc1ncccn1)Nc1ccc(S(=O)(=O)N2CCCCC2)cc1	-9%	-3%	7%	33%	2%	-4%	0%	?	5%[12.7 µM]
CCn1ccnc1CN(C)C(=O)c1cc(COc2ccc(OC)c3ccccc23)on1	50µM*	1%	-3%	?	-7%	-13%	-5%	-6%	93%[activator]
O=C(N/N=C/c1cccs1)c1n[nH]c2c1CCC2	-11%	2%	-17%	33%	6%	3%	0%	14%	13%[59 µM]
CC(NC(=O)c1ccccc1)C(=O)NNC(=O)c1ccccc1Cl (stereo not given)	-15%	-4%	2%	24%	4%	/	-3%	13%	13%[12.7 µM]
Cc1ccc(C(=O)C2CCN(CC(=O)NC3CCCCC3)CC2)cc1	-12%	10%	6%	12%	16%	0%	-2%	17%	5%
O=C(OCc1cccc(F)c1)c1ccc2c(c1)-c1ccccc1C2=O	-31%	-37%	-6%	3%	-2%	-6%	1%	-6%	-38%
O=C(COc1ccc(Cl)cc1)OCc1ccc(Cl)cc1	268%[activator]	/	-5%	318%[activator]	-9%	/	-5%	24%	/
CC(=O)Nc1ccc(Nc2ncnc3sc4c(c23)CCCC4)cc1	-35%	-36%	-2%	8%[57 µM]	5%	-1%	2%	-2%	?
OCC[C@H]1C[C@@H](O)[C@H](O)[C@]2(OCCc3ccccc32)O1	-12%	8%	4%	57%[activator]	2%	/	-9%	-7%	-3%[12.7 µM]
COc1ccc(C2C(C(C)=O)=C(O)C(=O)N2c2nccs2)c(OC)c1 (stereo not given)	-2%	?	/	46%[activator]	2%	-4%	3%	?	40µM*
COc1cc(/C=N/N=C2/NC(=O)C(c3ccccc3)S2)ccc1O (stereo not given)	-28%	1%	-1%	-2%	37%[activator]	-4%	1%	22%	?
CN1CCN(CCC(=O)N/N=C/c2cc([N+](=O)[O-])ccc2OC(F)F)CC1	7%	1%	-5%	35%[activator]	0%	1%	-6%	12%	15%[12.7 µM]
COc1ccc(CC(=O)NC2=NCCS2)cc1	-4%	-14%	-10%	26%	6%	-2%	2%	20%	-8%[59 µM]
CCN1CCCC1CNC(=O)c1ccc(Sc2ccccc2Cl)c([N+](=O)[O-])c1 (stereo not given)	?	28µM*	-4%	-21%	-1%	5%	2%	110%[activator]	9%[59 µM]
CCOCCCNC(=O)c1cn(CC)c2ccc(S(=O)(=O)N3CCC(C)CC3)cc2c1=O	-10%	-14%	-2%	33%	-5%	-2%	3%	16%	-10%
CC(=O)NNC(=O)c1ccncc1	-7%	4%	0%	50%[activator]	3%	-9%	19%	-2%	-5%[59 µM]
O=C(CC12CC3CC(CC(C3)C1)C2)NCO	-14%	-1%	-1%	29%	3%	-1%	-1%	8%	7%
